Screening data deposited in PubChem BioAssay by National Center for Advancing Translational Sciences (NCATS).
ALOX12 inhib – qHTS Assay for Inhibitors of 12-hLO (12-human lipoxygenase); Polyunsaturated fatty acid lipoxygenase ALOX12 (Homo sapiens), P18054; purified 12-hLO, xylenol orange hydroperoxide absorbance; Potency, µM (top dose mostly 57.1 µM), inactives show at the highest dose activity change, negative = inhibition, hits mostly inhibitors; actives 0.12% (n = 150,000); further: potency means the concentration at half of the fitted maximal effect; nearly all actives have a fitted effect of over 55% in size; many of its hits are not listed in these tables
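Xylenol orange chromogenic assay: hydroperoxide from 12hLO oxidises Fe(II), giving red-shifted Fe(III)-XO absorbance. Conditions: 150 nM enzyme, 40 uM arachidonic acid, 25 mM Hepes pH 7.0, 0.01% Triton X-100, 30 min, room temperature.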
PNC assembly inh – High Content Assay for Compounds that inhibit the Assembly of the Perinucleolar Compartment. actives 3.1% (n = 140,000). activity change (PNC), negative = inhibition, % at 10 µM. AID 2417, 2010. PC3M PTB-GFP, PNC prevalence imaging, 16 h; active compounds read low;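 active means readout at or below -70, meaning at least 70% loss of cells showing the perinucleolar compartment, a nuclear body marking cancer cells; inconclusive means readout between -30 and a set limit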;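 further: plate controls were DMSO wells for no effect and camptothecin positive control wells for full effect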
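Read-out is percentage of cells bearing a perinucleolar compartment, from automated 20x imaging of fixed, Hoechst-stained PC3M PTB-GFP cells. Cells were seeded 4 h, then exposed 16 h to compound (23 nl of library stock) in duplicate plates.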
15-hLO-2 inh – qHTS Assay for Inhibitors of 15-hLO-2 (15-human lipoxygenase 2). actives 0.56% (n = 110,000). Potency, µM (doses to about 57.1 µM), without a hit: at the top dose activity change, negative = inhibition, most hits filed as inhibitors. Polyunsaturated fatty acid lipoxygenase ALOX15B (Homo sapiens), O15296. purified 15hLO-2, xylenol orange hydroperoxide absorbance; further: potency means the concentration at half of the fitted maximal effect; nearly all actives have a fitted effect of over 60% in size; many of its hits are not listed in these tables
Target sequence (O15296 whole entry, looked up): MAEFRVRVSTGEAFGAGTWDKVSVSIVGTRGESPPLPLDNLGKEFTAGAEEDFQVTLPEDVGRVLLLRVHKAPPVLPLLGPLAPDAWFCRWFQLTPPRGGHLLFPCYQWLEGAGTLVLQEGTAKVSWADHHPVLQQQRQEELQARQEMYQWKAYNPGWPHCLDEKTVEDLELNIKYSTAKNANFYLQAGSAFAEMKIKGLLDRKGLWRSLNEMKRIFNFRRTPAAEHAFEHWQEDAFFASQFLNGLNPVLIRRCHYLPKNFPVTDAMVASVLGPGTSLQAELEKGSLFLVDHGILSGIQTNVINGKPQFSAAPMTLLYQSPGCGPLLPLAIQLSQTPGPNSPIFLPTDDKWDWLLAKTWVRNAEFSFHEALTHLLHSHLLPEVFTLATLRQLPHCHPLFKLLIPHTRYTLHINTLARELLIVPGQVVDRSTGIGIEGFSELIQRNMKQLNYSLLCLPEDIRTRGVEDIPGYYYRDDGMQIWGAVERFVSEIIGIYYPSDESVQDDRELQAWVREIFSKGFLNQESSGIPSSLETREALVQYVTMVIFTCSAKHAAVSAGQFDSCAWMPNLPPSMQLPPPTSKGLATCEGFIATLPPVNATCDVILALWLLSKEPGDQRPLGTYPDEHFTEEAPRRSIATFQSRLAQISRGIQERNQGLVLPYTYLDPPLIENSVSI
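Screening format was qHTS against 50 nM purified 15hLO-2 in Hepes pH 7.5 with detergent. Activity follows hydroperoxide formation from 45 uM arachidonic acid, measured as 573:405 nm absorbance ratio of the ferric-xylenol orange complex.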
IMPase cell inh – qHTS Assay for Identifying the Cell-Membrane Permeable IMPase Inhibitors; Inositol monophosphatase 1 (Rattus norvegicus), P97697; CHO-M1 cells, IP1 accumulation, HTRF TR-FRET ratio; inhibition (IP1 accumulation), % at 46.1 µM; 120,000 tested, under 10 active; active means well fitted curve in the direction sought with a large enough effect in the signal ratio, not every such curve was filed as active; inconclusive means small, poorly fitted or top-dose-only effect, or a change in a side signal; inactive means no such curve, though single readings can be large or run the other way; the % refers to the signal ratio;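 further: cells stimulated with carbachol in lithium chloride buffer; plate controls were DMSO basal wells for no effect and reference inhibitor wells for full effect; higher means more IMPase inhibition seen as more IP1 and lower FRET ratio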
Target sequence (P97697 whole entry, looked up): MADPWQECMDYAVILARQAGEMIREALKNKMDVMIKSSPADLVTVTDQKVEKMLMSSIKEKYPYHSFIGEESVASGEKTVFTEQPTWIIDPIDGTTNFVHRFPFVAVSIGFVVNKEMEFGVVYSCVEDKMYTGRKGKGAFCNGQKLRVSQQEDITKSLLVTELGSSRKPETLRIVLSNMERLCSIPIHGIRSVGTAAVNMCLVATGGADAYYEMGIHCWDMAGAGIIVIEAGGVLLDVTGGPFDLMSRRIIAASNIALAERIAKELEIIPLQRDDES
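CHO-M1, 2000 cells/well, cultured 16–30 h; cpd up to 46 uM; carbachol (50 uM solution, stimulation buffer w/ 50 mM LiCl, pH 7.4), 30 min 37C; IP-One TR-FRET, 10 min RT; Ex 320/Em 665, 620; Hill-fit AC50.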
* hit, by the source's call; ? = inconclusive; · = not tested or not shown; & = joins results of further samples; [ ] = another dose, or the depositor's remark. Unless noted, the call rests on the fitted dose curve; in most records, active means well fitted curve in the direction sought with a large enough effect; inconclusive means small, poorly fitted or top-dose-only effect, or another doubt; inactive means no such curve, though single readings can be large; an effect the other way counts as inactive or inconclusive. Unless noted, on the % scale 0 is the no-effect control and ±100 the full control effect. Some of the compounds tested; rates above refer to the full screens.

cpd	SMILES	ALOX12 inhib	PNC assembly inh	IMPase cell inh	15-hLO-2 inh
1	[O-][n+]1c2c(c3c4non(O)c4ccc31)CCCC2	-8%	11	5	?
2	O=C(COC(=O)c1ccccc1OCc1ccc(Cl)cc1)NC1CC1	3%	8	5	-2%
3	O=C(CNC1CCCCCC1)Nc1ccc(S(=O)(=O)NC2CC2)cc1	2%	?	-3[1.84 µM]	6%[11.4 µM]
4	Cc1ccccc1OCc1nc(-c2ccc(NC(=O)c3ccco3)cc2)no1	7%	-100*	-3	·
5	Nc1ccc(C(=O)Nc2nc3ccccc3s2)cc1	-4%	-30	-10	6%
6	CC1CCCN(C(=S)Nc2ccc3nc4n(c(=O)c3c2)CCCCC4)C1 (stereo not drawn)	-1%	-119*	2	·
7	Cc1ccc(-n2c(C)c([N+](=O)[O-])c3ccc(O)c(CN(C)C)c32)cc1	-6%	8	5	-7%
8	CCC(C)[C@H](NC(=O)Nc1ccc(C(C)=O)cc1)C(=O)OC (stereo partly drawn)	3%	-82*	-4	-10%
9	O=C(CCCCCn1c(=S)[nH]c2cc3c(cc2c1=O)OCO3)N1CCN(Cc2ccccc2)CC1	-6%	-7	-8	17%
10	CC1CCN(C(=O)C(NS(=O)(=O)c2cccc3nsnc23)c2ccccc2)CC1 (stereo not drawn)	-5%	3	6	?
11	COc1ccc(C(=O)c2cc3ccc(O)cc3oc2=O)cc1	5%	7	0	3%
12	CCCC(=O)Nc1ccccc1Sc1ncnc2scc(-c3ccccc3)c12	0%	6	·	·
13	O=C(COC(=O)c1n[nH]c2ccccc12)NC(=O)NC1CCCC1	-2%	-18	8	-3%
14	CC(=O)N1[C@H](C)C=C[C@]1(Cc1ccccc1)C(=O)NCc1cc(F)cc(C(F)(F)F)c1	-4%&-2%	?	·	8%
15	CCC(c1nnc(SCC(=O)Nc2ccc(C(=O)Nc3ccccc3OC)cc2)o1)N(C)C (stereo not drawn)	12%	-7	?	-2%[11.4 µM]
16	COCCn1c(=O)c2c(nc3n2CCN3c2ccc(C)cc2)n(C)c1=O	1%	4	6	9%
17	O=S1(=O)C=C(SCc2cccc(Cl)c2)Nc2ccccc21	-3%	26	6	-11%
18	CCn1c(SCc2nc(-c3ccccc3)no2)nnc1-c1cccs1	5%	41	2	-11%
19	O=C(NC1CCCCC1)c1cccc(COCC(F)(F)F)c1	28%	-1	-10	·
20	CN1CCN(S(=O)(=O)c2ccc(NC(=O)Cc3cccs3)cc2)CC1	-2%	0	-8	1%
21	CC(C)OCCCNC(=O)c1cc2c(=O)n(C)c3ccccc3c2n1C	0%	?	1	7%
22	CC1CCN(c2ccccc2NC(=S)NC(=O)c2ccc(-c3cccc([N+](=O)[O-])c3)o2)CC1	-6%	?	6	16µM*
23	COc1cc(/C=C(\C#N)c2nc(-c3cc4ccccc4oc3=O)cs2)ccc1O	-4%	?	-3	·
24	Cc1ccc(NC(=O)c2cccc(N3C(=O)CCC3=O)c2)nc1	-4%	-10	7	-5%
25	CCn1c(COc2cccc3cccnc23)nnc1SCC(=O)O	-2%	?	3	3%
26	CCC(C)(C)C(=O)Nc1ccc(OC)cc1[N+](=O)[O-]	6%	130	4	0%
27	Nc1nc(CSC(=S)N2CCN(c3ccccc3)CC2)nc(Nc2ccccc2)n1	-1%	36	22	·
28	CCOC(=O)NC(=O)CSc1nnnn1-c1ccc(C)cc1	-1%	?	-4	2%
29	COc1ccc(-c2cc(C(=O)N3CCOCC3)no2)cc1OC	-3%	-9	-2	-7%
30	Cc1cccc(OCCn2c(=S)[nH]c3ccccc32)c1	28µM*	?	-5	·
31	COC(=O)c1cccc(Oc2nc3c(c(=O)n(C)c(=O)n3C)n2C(C)C)c1	5%	-97*	-10	2%
32	O=C1CN(CC(=O)Nc2ccc(SC(F)F)cc2)CCN1	0%	27	·	·
33	Cc1cccc(OCC(=O)N/N=C/CC(C)c2ccccc2)c1C (stereo not drawn)	2%	36	·	·
34	CCOP(=O)(OCC)C(NC(=O)Nc1cccc(Cl)c1)C(N)=O (stereo not drawn)	8%	-1	-3	·
35	COc1cccc(NC(=O)CSc2nnc(-c3ccoc3C)n2-c2ccccc2)c1	-6%	-87*	10	4%
36	O=C1CSC2(CCCCC2)N1CCO	0%	11	12	-7%

2 of the compounds above, with values under each structure:
Value order: ALOX12 inhib, PNC assembly inh, IMPase cell inh, 15-hLO-2 inh
[30] Cc1cccc(OCCn2c(=S)[nH]c3ccccc32)c1
 : 28µM*, ?, -5, ·
[31] COC(=O)c1cccc(Oc2nc3c(c(=O)n(C)c(=O)n3C)n2C(C)C)c1
 : 5%, -97*, -10, 2%

Next part:
cpd	SMILES	ALOX12 inhib	PNC assembly inh	IMPase cell inh	15-hLO-2 inh
37	COC(=O)CN(c1ccc(OC)cc1)S(=O)(=O)c1c(C)noc1C	-1%	8	-2	-1%
38	COC(=O)c1ccc(NC2=CC(=O)CC(C)(C)C2)cc1	-2%	-26	10	-5%
39	CC(=O)NC1=NN(C(C)=O)C2(S1)C(=O)N(C(C)C)c1ccc(C)cc12 (stereo not drawn)	4%	-16	-4	-10%
40	COCCNC(=O)C(c1ccc(C)o1)N(Cc1ccc(OC)cc1)C(=O)Cn1nnc2ccccc21 (stereo not drawn)	-1%	?	0	-1%
41	COc1ncc2nc(-c3ccc(Cl)cc3)c(=O)n(-c3ccccc3)c2n1	1%	·	·	-3%
42	COc1ccc2nc(SCc3nc(N)nc(Nc4ccccc4)n3)[nH]c2c1	-4%	?	23	36%[activator]
43	CS(=O)(=O)N1CCN(c2ccccc2NC(=O)c2ccc(-c3ccc(Br)cc3)o2)CC1	-5%	33	-1	-13%
44	O=C(COC(=O)c1ccc[nH]c1=O)c1ccc(Cl)s1	-17%	-23	5	-7%
45	CCOC(=O)N1CCN(C(=O)Cc2ccc(-n3c(=O)[nH]c4ccccc4c3=O)cc2)CC1	-3%	?	-6	-3%
46	c1coc(-c2nn3c(Cn4nnc5ccccc54)nnc3s2)c1	-2%	4	4	6%
47	COc1ccc(CC(=O)Nc2ccc(-c3noc(-c4cccc(OC)c4)n3)cc2)cc1	4%	39	0	-18%
48	CN(C)S(=O)(=O)c1cccc(NC(=S)NC(=O)C2CCCCC2)c1	-19%	?	·	·
49	CC(C)C(=O)Nc1cc(S(=O)(=O)Nc2cccc(Cl)c2)ccc1Cl	0%	33	6	·
50	Cc1ccc(C2N(C)c3ccccc3-c3nc4ccccc4n32)o1 (stereo not drawn)	-5%	8	-10	15%
51	CCC(C)C(=O)Nc1c2c(nc3c1CCC3)CCCC2 (stereo not drawn)	-1%	2	8	0%
52	COc1cc(OC)cc(C(=O)N[C@H](C(=O)N2CCc3ccccc32)C(C)C)c1	-2%	52	-7	·
53	N=c1c2c(n(Cc3cccc(Cl)c3)c3c1CCC3)CCCC2	-1%	95	8	·
54	CCOC(=O)c1[nH]c(C)c(/C(O)=C2\C(=O)C(=O)N(CCCN(C)C)C2c2cccnc2)c1C (stereo not drawn)	-2%	-3	-17	8%
55	CCN(Cc1ccccc1)c1ccc(/C=N/NC(=S)NC(C)C)cc1	?	?	11	·
56	CC(=O)Oc1cc(OC(C)=O)c2c(C)cc(=O)oc2c1	1%	?	-22	-6%
57	O=C(c1ccccn1)c1cc2ccccc2n1S(=O)(=O)c1ccccc1	-1%	61	·	·
58	CSc1nc(Cl)c(C#N)c(-c2ccc(C)cc2)n1	3%	?	-8	-3%
59	CC(C)NC(=O)COC(=O)c1cccc(NS(=O)(=O)/C=C/c2ccccc2)c1	-3%	31	·	·
60	CCS(=O)(=O)c1ccc(-c2csc(-c3ccccc3Cl)n2)c(Cl)c1Cl	0%	-3	5	0%
61	Cc1ccccc1C(=O)NCCN=C1NS(=O)(=O)c2ccccc21	6%	27	-2	-4%
62	CCCc1cc(NCCCN2CCOCC2)n2c(nc3ccccc32)c1C#N	-2%	34	16	·
63	CCCN1CCN(C(=O)Cn2ncc3ccccc32)CC1	0%	?	-10	-1%
64	CN1C(=O)N(C)C2(c3ccccc3)Nn3c(s/c(=C/c4ccccc4)c3=O)=NC12c1ccccc1 (stereo not drawn)	7%	-11	6	9%
65	CCC(C)c1c(O)nc(SCc2ccccc2)[nH]c1=O (stereo not drawn)	-7%	-27	-4	-3%
66	Cn1c(Cn2nnc3ccccc32)nnc1SCC(=O)Nc1nccs1	0%	17	·	·
67	O=C(Nc1cccc(F)c1)N1CC[C@@]2(CCCN(C(=O)c3cnccn3)C2)C1	2%	·	·	-1%
68	O=C(Nc1nnc(CC2=CCCCC2)s1)c1cccs1	-1%	-13	9	-7%
69	CCC(NC(C)C)C(O)c1ccc(O)c(O)c1 (stereo not drawn)	-5%	-23	·	·
70	O=C(COC(=O)c1ccco1)Nc1nc2ccccc2s1	2%	?	0	2%
71	CC(C(=O)N1CCCc2c1c(=O)oc1ccc(O)cc21)N1CCc2ccccc2C1 (stereo not drawn)	-2%	-14	4	-6%
72	O=C1CCOc2cc(OCc3ccccc3)ccc21	5%	-6	6	·
73	Cc1cc(OCCNCCO)cc(C)c1Cl	7%	-3	-6	17%
74	O=C(COC(=O)CCc1ccc(S(=O)(=O)N2CCOCC2)cc1)Nc1ncc(C(F)(F)F)cc1Cl	7%	?	0	-5%
75	CCOc1ccc(-n2nc3c(SCCN4CCCC4)nnc(C)c3c2C)cc1	0%	?	·	·
76	CCC(C)c1ccc(NC(=O)c2cccnc2)cc1 (stereo not drawn)	-5%	1	7	4%
77	Cc1ccc(NC(=O)N2C(=O)C3(OCCO3)c3ccccc32)cc1	0%	-27	-3	-2%
78	O=C(O)COc1ccc(=O)n(-c2ccccc2)n1	2%	48	-2	-6%
79	CCOC(=O)N1CCN(C(=O)C2CCCN(S(=O)(=O)c3ccc(C)cc3)C2)CC1 (stereo not drawn)	0%	7	0	-5%
80	COc1ccccc1NC(=O)Nc1ccc(Cl)c(S(=O)(=O)Nc2ccccc2OC)c1	-7%	44	·	·
81	CC1=NN(c2ccccc2)C(=O)C1(C)[N+](=O)[O-] (stereo not drawn)	-4%	5	·	·
82	Cn1nc(CC(=O)NCc2ccc(C(F)(F)F)cc2)c2ccccc2c1=O	2%	?	-4	2%
83	N=C(N)N	3%	·	·	6%
84	O=C(/C=C/c1ccccc1)Nc1nnc(SCC(=O)c2ccc3ccccc3c2)s1	3%	7	6	·
85	O=C(O)CCCC(=O)NCCc1cccc(Cl)c1	4%	36	-18	-2%
86	CCOC(=O)C1[C@H]2C(=O)N(C(C)c3ccc(OC)cc3)C[C@]23C=C[C@H]1O3 (stereo partly drawn)	4%	-28	1	8%
87	CCn1nccc1C(=O)Nc1ccc(S(=O)(=O)NC23CC4CC(CC(C4)C2)C3)cc1	-4%	22	9	·
88	CCOC(=O)c1[nH]c(COC(=O)CCCOc2ccccc2)c(C(=O)OCC)c1C	-21%	50	2	2%
89	NC(=O)NCCC1=CCCCC1	2%	34	-4	0%
90	COc1cccc(N2C(=O)N(c3ccccc3Cl)C3CS(=O)(=O)CC32)c1 (stereo not drawn)	4%	-8	3	1%
91	Cc1ccc(S(=O)(=O)Nc2ccccc2C=Nc2cccc(C)c2C)cc1	1%	33	-8	·
92	O=C(C1CCCCC1)N1CCCc2ccccc21	4%	25	8	-5%
93	O=C1C2CCCN2C(c2ccccc2)N1c1ccc(F)cc1 (stereo not drawn)	7%	44	3	1%
